All columns: NCI-60 one-dose screen, growth in % after 48 h at 10 µM unless noted; 100 = growth as untreated, 0 = no growth, -100 = all killed.
MOLT-4 = MOLT-4 leukemia cells; actives 6.9% (n = 80,000)
SR = SR leukemia cells; actives 8.7% (n = 73,000); AID 1794780
RPMI-8226 = RPMI-8226 leukemia cells; AID 1794781; actives 7.5% (n = 77,000)
A549/ATCC = A549/ATCC NSCLC | actives 3.7% (n = 81,000) | AID 1794740
EKVX = EKVX NSCLC; actives 3% (n = 71,000)
HOP-62 = HOP-62 NSCLC. actives 3.9% (n = 80,000)
HOP-92 = HOP-92 NSCLC cells | actives 6.3% (n = 71,000) | AID 1794738
CCRF-CEM = CCRF-CEM leukemia; actives 7% (n = 77,000)
Starred values were filed as active, the others as inactive; . = no result given. Rule for the calls: active = growth percent below 10; inactive = the rest. Compounds as they come, and some 12% of all compounds hit somewhere here.

1. O=C(O)CNC(=O)Cc1ccccc1
2. CC1=CC(c2ccco2)=C2C(N)=NNC2N1 (stereo not given)
3. CCN(CC)CCOCC1CC2C(C=C1C)C2(C)C (stereo not given)
4. CC(=O)c1cnc(-c2ccccc2)nc1CBr
5. C=CCc1cc(OC)cc(CC=C)c1O

| compound no. | 1 | 2 | 3 | 4 | 5 |
| --- | --- | --- | --- | --- | --- |
| MOLT-4 | 98 | 103 | . | 26 | 82 |
| SR | 102 | 94 | 99 | -21* | 91 |
| RPMI-8226 | 111 | 106 | 105 | 38 | 103 |
| A549/ATCC | 106 | 101 | 97 | 99 | 103 |
| EKVX | 93 | 97 | . | 80 | 104 |
| HOP-62 | 94 | 89 | 105 | 94 | 96 |
| HOP-92 | 124 | 78 | . | 59 | . |
| CCRF-CEM | . | 101 | 97 | 36 | 93 |

6. COc1ccc(-n2c(C)nc3c(c(C)nn3-c3ccccc3)c2=O)cc1
7. Cc1ccc(NS(=O)(=O)c2ccccc2)c(NS(=O)(=O)c2ccccc2)c1
8. O=C(O)C(=S)Cc1ccco1
9. O=C(/C=C/c1ccc(Oc2ccc(Br)cc2)cc1)c1ccc(Cl)cc1
10. CC(=O)Nc1ccc(Nc2ccc(NCCO)c3c2C(=O)c2c(O)ccc(O)c2C3=O)cc1

| compound no. | 6 | 7 | 8 | 9 | 10 |
| --- | --- | --- | --- | --- | --- |
| MOLT-4 | 12 | 105 | 95 | 80 | 87 |
| SR | . | 117 | 98 | 65 | 74 |
| RPMI-8226 | 5.5* | 93 | 97 | 77 | 87 |
| A549/ATCC | 16 | 103 | 105 | 89 | 77 |
| EKVX | 32 | 94 | 107 | 102 | . |
| HOP-62 | 34 | 86 | 108 | 94 | 84 |
| HOP-92 | 28 | 93 | . | 87 | . |
| CCRF-CEM | 8.6* | 96 | 98 | 91 | 78 |

11. CCN(CC)CCNCC(O)Cc1ccc(OC)cc1 (stereo not given)
12. COc1ccc(NC(=S)/N=c2\oc3c(OC)cccc3cc2-c2cc3ccccc3[nH]2)cc1
13. O=C(NN1C(=O)CSC1c1cccc([N+](=O)[O-])c1)c1ccc(NC(=O)c2ccccn2)cc1 (stereo not given)
14. Cc1c(C(=O)N2CCNCC2)[nH]c2ccc(Cl)cc2c1=O
15. C/C=C/C(=O)NN

| compound no. | 11 | 12 | 13 | 14 | 15 |
| --- | --- | --- | --- | --- | --- |
| MOLT-4 | 73 | 99 | 70 | 102 | 115 |
| SR | 88 | 103 | 21 | 97 | 115 |
| RPMI-8226 | 98 | 105 | 103 | 100 | 102 |
| A549/ATCC | 96 | 85 | 100 | 88 | . |
| EKVX | 105 | 80 | 98 | 108 | . |
| HOP-62 | 102 | 38 | 95 | 98 | . |
| HOP-92 | 81 | -10.0* | 104 | 104 | 92 |
| CCRF-CEM | 84 | . | 110 | 97 | 101 |

16. CC(C)(C)C(=O)CC(=O)c1cccnc1
17. N#C/C(=C\c1cccc(Cl)c1)c1cc2ccccc2[nH]1
18. CC(C)CC(NC(=O)CN)C(N)=O (stereo not given)
19. O=C(NC(=S)Nc1ccc(Cl)cc1)c1ccccc1
20. CC(=O)Nc1ccc(N=Nc2ccc(N)c3cc(S(=O)(=O)O)ccc23)cc1

| compound no. | 16 | 17 | 18 | 19 | 20 |
| --- | --- | --- | --- | --- | --- |
| MOLT-4 | 103 | 68 | 105 | 73 | 105 |
| SR | 100 | 88 | . | 68 | 93 |
| RPMI-8226 | 111 | 69 | 100 | 95 | 98 |
| A549/ATCC | 100 | 85 | 106 | 85 | 95 |
| EKVX | 102 | 86 | 93 | 79 | 100 |
| HOP-62 | 116 | 76 | 98 | 97 | 90 |
| HOP-92 | . | 53 | 93 | 86 | 99 |
| CCRF-CEM | 107 | 70 | 81 | 102 | 93 |

21. CC1CCCc2c1nc(N)c(C#N)c2-c1ccc(Cl)cc1 (stereo not given)
22. O=c1nc(-c2ccccc2)c2cc(-c3ccc(N4CCOCC4)cc3)ccc2[nH]1
23. COc1c(F)ccc(C(=O)Nc2ccc3nc(NC(=O)C4CCCN(S(=O)(=O)c5ccc6c(c5)CCC6)C4)sc3c2)c1F (stereo not given)
24. CCC(C)NC(=O)C1(N2C(=O)c3ccccc3C2=O)CCCC1 (stereo not given)
25. CCN(CC)CCC12CC(C)OC1=Nc1ccccc1NC2=O (stereo not given)

| compound no. | 21 | 22 | 23 | 24 | 25 |
| --- | --- | --- | --- | --- | --- |
| MOLT-4 | 105 | 71 | 37 | 110 | 94 |
| SR | 95 | 71 | 41 | 106 | . |
| RPMI-8226 | 82 | 51 | 42 | . | 104 |
| A549/ATCC | 102 | 64 | 67 | 91 | 98 |
| EKVX | 61 | 90 | 60 | 105 | . |
| HOP-62 | 97 | 74 | 96 | 105 | 99 |
| HOP-92 | 90 | . | . | 98 | 101 |
| CCRF-CEM | 88 | 77 | 59 | 99 | . |

26. COc1c(B(O)O)cccc1-c1nc2c(F)cc3n[nH]c(C)c3c2c2c1CCCC2
27. N#C/C(=C\c1ccc(-c2ccccc2F)o1)c1nc(-c2cccs2)cs1
28. Cc1nc2cncc(C#Cc3cncc(C(=O)Nc4ccc(CN5CCN(C)CC5)c(C(F)(F)F)c4)c3)c2nc1C
29. COc1cc2c(c(OC)c1OC)C(=O)CC(c1cccc(C(=O)Nc3cccc(F)c3)c1)O2 (stereo not given)
30. COC(=O)C1=C(C(=O)c2ccccc2)C(c2ccccc2)c2c(nc(C)[nH]c2=O)O1 (stereo not given)

| compound no. | 26 | 27 | 28 | 29 | 30 |
| --- | --- | --- | --- | --- | --- |
| MOLT-4 | 29 | 99 | 21 | 47 | 101 |
| SR | 42 | 111 | 20 | 43 | 106 |
| RPMI-8226 | 6.0* | 87 | 8.8* | 38 | 101 |
| A549/ATCC | 9.8* | 110 | 31 | 85 | 108 |
| EKVX | 35 | 78 | 6.6* | 80 | 102 |
| HOP-62 | 22 | 109 | -17* | 99 | 105 |
| HOP-92 | 25 | 93 | -41* | 56 | . |
| CCRF-CEM | 18 | 101 | 16 | 13 | 101 |

31. O=C(O)CCC(=O)OC(C1CO1)C(OC(=O)CCC(=O)O)C1CO1 (stereo not given)
32. O=C1CC(=O)N(C(=O)c2nn(-c3ccc(Cl)cc3)cc2O)N1
33. CC(C)(O)C(Br)(Br)Br
34. CCC1(c2ccc(Cl)cc2)NC(=O)NC1=O (stereo not given)
35. CN1CCN(Cc2ccc(C(=O)Nc3cccc(C#Cc4cccc5[nH]nc(N)c45)c3)cc2C(F)(F)F)CC1

| compound no. | 31 | 32 | 33 | 34 | 35 |
| --- | --- | --- | --- | --- | --- |
| MOLT-4 | 100 | 17 | 105 | 71 | . |
| SR | 101 | -32* | 92 | 97 | . |
| RPMI-8226 | 90 | -8.0* | 98 | 101 | -45* |
| A549/ATCC | 97 | 45 | 103 | 80 | -89* |
| EKVX | . | 30 | . | 103 | -94* |
| HOP-62 | 102 | 39 | 106 | 98 | -90* |
| HOP-92 | . | . | 103 | 103 | -88* |
| CCRF-CEM | 101 | 5.9* | 99 | 90 | -20* |

36. COc1ccc2c(c1)c(CC(=O)[Se]CC#N)c(C)n2C(=O)c1ccc(Cl)cc1
37. C=CCN=c1sc2c(n1NC(=O)c1cc3ccc1CCc1ccc(cc1)CC3)C(=O)c1ccccc1C2=O
38. NCCCC[C@H](NC(=O)[C@@H]1CCCN1C(=O)Cc1cccc2ccccc12)C(=O)N[C@@H](CCCN=C(N)N)C(=O)NCCOCC(N)=O
39. O=S1(=O)N=C2Oc3ccccc3N2c2ccncc21
40. CCN1CCN(C(=O)[C@]23CC[C@@H](C)[C@H](C)[C@@H]2C2=CC[C@@H]4[C@@]5(C)C/C(=C/c6ccncc6)C(=O)C(C)(C)[C@@H]5CC[C@@]4(C)[C@]2(C)CC3)CC1
41. CCCCCCCCCC[N+](C)(C)N

| compound no. | 36 | 37 | 38 | 39 | 40 | 41 |
| --- | --- | --- | --- | --- | --- | --- |
| MOLT-4 | 11 | -15* | 109 | 18 | 0.1* | 81 |
| SR | 3.5* | -8.5* | 118 | 10 | -13* | 73 |
| RPMI-8226 | 21 | -28* | 121 | 140 | -30* | 78 |
| A549/ATCC | -9.3* | 23 | 102 | 103 | 26 | 98 |
| EKVX | -2.1* | -20* | 91 | 122 | 44 | . |
| HOP-62 | 14 | 20 | 101 | 112 | 33 | 96 |
| HOP-92 | 26 | 22 | 92 | 80 | 45 | . |
| CCRF-CEM | 8.7* | -3.6* | 107 | 276 | 5.2* | . |

Rewritten with two lines to a compound: entries from further up.
Order of results: MOLT-4, SR, RPMI-8226, A549/ATCC, EKVX, HOP-62, HOP-92, CCRF-CEM
31	O=C(O)CCC(=O)OC(C1CO1)C(OC(=O)CCC(=O)O)C1CO1 (stereo not given)
    100, 101, 90, 97, ., 102, ., 101
32	O=C1CC(=O)N(C(=O)c2nn(-c3ccc(Cl)cc3)cc2O)N1
    17, -32*, -8.0*, 45, 30, 39, ., 5.9*
33	CC(C)(O)C(Br)(Br)Br
    105, 92, 98, 103, ., 106, 103, 99
34	CCC1(c2ccc(Cl)cc2)NC(=O)NC1=O (stereo not given)
    71, 97, 101, 80, 103, 98, 103, 90
35	CN1CCN(Cc2ccc(C(=O)Nc3cccc(C#Cc4cccc5[nH]nc(N)c45)c3)cc2C(F)(F)F)CC1
    ., ., -45*, -89*, -94*, -90*, -88*, -20*
36	COc1ccc2c(c1)c(CC(=O)[Se]CC#N)c(C)n2C(=O)c1ccc(Cl)cc1
    11, 3.5*, 21, -9.3*, -2.1*, 14, 26, 8.7*
37	C=CCN=c1sc2c(n1NC(=O)c1cc3ccc1CCc1ccc(cc1)CC3)C(=O)c1ccccc1C2=O
    -15*, -8.5*, -28*, 23, -20*, 20, 22, -3.6*
38	NCCCC[C@H](NC(=O)[C@@H]1CCCN1C(=O)Cc1cccc2ccccc12)C(=O)N[C@@H](CCCN=C(N)N)C(=O)NCCOCC(N)=O
    109, 118, 121, 102, 91, 101, 92, 107
39	O=S1(=O)N=C2Oc3ccccc3N2c2ccncc21
    18, 10, 140, 103, 122, 112, 80, 276
40	CCN1CCN(C(=O)[C@]23CC[C@@H](C)[C@H](C)[C@@H]2C2=CC[C@@H]4[C@@]5(C)C/C(=C/c6ccncc6)C(=O)C(C)(C)[C@@H]5CC[C@@]4(C)[C@]2(C)CC3)CC1
    0.1*, -13*, -30*, 26, 44, 33, 45, 5.2*
41	CCCCCCCCCC[N+](C)(C)N
    81, 73, 78, 98, ., 96, ., .

Bioassay records deposited in PubChem BioAssay by NCI.
